Assay outcomes deposited in PubChem by Sanford-Burnham Center for Chemical Genomics.
Rat MKP-3 inhibitors – inhibition of rat DUSP6 enzyme activity – biochemical, in vitro, primary screen (AID 425) | recombinant MKP-3 phosphatase activity, fluorescence; higher % means a stronger effect | inhibition, % at 20 µM; hits with a dose series show IC50 in µM | 0.17% of 110,000 active; in the data active means inhibition above about 50%;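 further: plate controls were vehicle for no effect and reference inhibitor for full effect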
Hsp70 inhibitors – small molecules displacing fluorescent ligand from Hsp70 – biochemical, fluorescence polarization, primary screen (AID 583); Hsp70 fluorescence polarization probe displacement, mP; higher % means a stronger effect; displacement, % at 20 µM, or IC50 in µM where a hit was titrated; 0.06% of 140,000 active; in the data active means displacement above about 50%;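 further: plate controls were vehicle for no effect and reference ligand for full effect; a part of the inactive calls stands beside numbers as strong as those of hits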
Numbers without * were called inactive; . = no result given; & = joins results of further samples. A portion of the library; rates above refer to the full screens.

SMILES	Rat MKP-3 inhibitors	Hsp70 inhibitors
CC(=O)Nc1ccc(S(=O)(=O)N2CCN(C(=O)N3CCCCCC3)CC2)cc1	3%	-2.0%
C/C(=N\O)C(=O)NCc1ccccn1	-8%	-5.4%
Cc1cc(=O)[nH]c(SCCCOc2ccccc2Cl)n1	.	0.2%
COc1ccccc1-c1c(C(F)(F)F)oc2cc(OCc3cccc(Cl)c3)ccc2c1=O	3%	-1.6%
CCc1oc(C(=O)O)cc1COC	-7%	7.6%
CCCCNc1c(C)c(O)cc2cc(OC)c(OC)cc12	10%	4.5%
CCOC(=O)c1c(NC(=O)c2ccc(F)cc2)sc(C(=O)Nc2ccccc2OCC)c1C	0%	-3.7%
CC(=O)c1ccc(NC(=O)c2c(Cl)cccc2Cl)cc1	0%	1.4%
Cc1ccc(C)n1-c1ccncc1	-9%	-4.4%
O=c1oc2ccccc2c2c1nc(C(F)(F)F)n2-c1ccccc1	.	-0.6%
Cc1ccc(CNC(=O)C(=O)Nc2ccc(C)c(C)c2)cc1	-2%	1.1%
O=C1/C(=C/c2cccc(O)c2)SC(=S)N1c1cccc(Br)c1	0%	4.8%
COc1cc([N+](=O)[O-])ccc1NC(=O)COc1ccc(C)cc1C	0%	1.4%
CN1CCc2c(sc3c2C(=O)NC(c2ccc4ccccc4c2)N3)C1 (stereo not drawn)	2%	-13%
CCOC(=O)C1CCCN(C(=O)Cn2sc3nc(C)cc(C)c3c2=O)C1 (stereo not drawn)	-5%	1.0%
Cc1ccc(NC(=O)CSc2nnc(-c3cccs3)n2Cc2ccco2)cc1	.	-1.0%
CN(C(=O)C1CCCO1)c1nnc(-c2ccncc2)s1 (stereo not drawn)	-8%	2.8%
Cc1ccc(C(=O)CCNc2cccc(Cl)c2)o1	0%	-3.7%
COc1ccc(-c2nn(CN3CCOCC3)c(=S)o2)cc1	1%	-1.1%
Cn1cccc1Cc1nnc(SCC(=O)NCc2ccc(F)cc2)n1-c1ccc(F)cc1	-9%	.
CCN(CC)CCCNC(=O)CC1Oc2ccc(C)cc2NC1=O (stereo not drawn)	0%	-0.1%
CCOc1ccccc1C1C(C(=O)Nc2ccccc2OC)=C(C)Nc2nc(CCCO)nn21 (stereo not drawn)	-5%	-0.9%
Oc1c(C(c2ccc(F)cc2)N2CCc3ccccc3C2)sc2ncnn12 (stereo not drawn)	-12%	0.1%
O=C(CSc1ccc(Cl)cc1)Nc1ccc(F)c(Cl)c1	7%	5.3%
N/N=C(\c1ccccc1)C12CN3CN(CN(C3)C1)C2	0%	1.5%
Cc1cc2cc(C(c3nnnn3Cc3ccco3)N3CCc4ccccc4C3)c(=O)[nH]c2cc1C (stereo not drawn)	-8%	2.2%
CCOC(=O)C1=C(O)/C(=C/c2ccccc2O)N=C1C	1%	-1.7%
CC(c1ccccc1)N1C(=O)c2ccc(C(=O)NCc3ccco3)cc2C1=O (stereo not drawn)	-2%	0.2%
O=C(COc1ccccc1Cl)NNC(=O)c1ccc2ccccc2c1	5%	-3.7%
CC(C)NC(=O)Cn1c(SCC(=O)c2ccc(F)cc2)nc2ccccc21	.	2.3%
Cc1ccc(C(=O)Nc2cccnc2)cc1S(=O)(=O)N1CCOCC1	-2%	0.7%&3.3%
Cc1sc2ncnc(N[C@@H](CCC(=O)O)C(=O)O)c2c1C	-8%	2.9%
COC(=O)c1ccc2c(=O)n(CCN3CCOCC3)c(SCC(=O)NC3CCCCC3)nc2c1	6%	9.1%
CCOC(=O)c1c(C)[nH]c(NC(=O)Nc2c(C)n(C)n(-c3ccccc3)c2=O)c1C	-1%	6.5%
Cc1ccc(N2CC(C(=O)OCC(=O)C(C)(C)C)CC2=O)cc1 (stereo not drawn)	-8%	0.6%
NCCC12CC3CC(C1)CC(CCN)(C3)C2	1%	5.7%
O=S1(=O)CCC(N=Cc2cc(Br)ccc2O)C1 (stereo not drawn)	-4%	8.7%
COCCSc1ccccc1C(=O)Nc1cc(C)on1	-5%	2.9%
CCCn1nc(NC(=O)c2ccccn2)c2cc3cc(C)ccc3nc21	.	-7.0%
c1n[nH]c(SCc2ccc(CSc3ncn[nH]3)cc2)n1	-2%	-3.2%
COc1ccc(OC)c(/C=N/NC(=O)CSc2ncccn2)c1	1%	-2.2%
Cc1oc2cc(Br)c(OC(=O)C(C)(C)C)cc2c1C(=O)OC(C)C	0%	2.0%
O=C(N/N=C/c1cc2c(cc1Br)OCO2)c1cccc2ccccc12	-2%	-1.2%
COc1ccc(N2C(=O)c3ccccc3NC2c2cccc(F)c2)cc1 (stereo not drawn)	3%	1.4%
Cc1cc(C)n2nc(S(=O)(=O)N(C)Cc3ccccc3)nc2n1	6%	0.7%
COc1ccccc1N1C(=O)NC(=O)/C(=C\c2ccc(Br)cc2)C1=O	-3%	1.9%
CCC(C)(C(=O)NC1CCCC1)N(Cc1ccco1)C(=O)Cc1cccs1 (stereo not drawn)	.	0.1%
CC1=NN(c2nc(-c3ccccc3)cs2)C(=O)/C1=C\c1ccc(O)cc1	4%	1.6%
O=C(c1ccccc1)c1cc2c(cc1Br)OCCCO2	1%	2.9%
COc1cccc(/C=N/NC(=O)Cn2c(-c3nonc3N)nc3ccccc32)c1OCc1ccc(Cl)cc1Cl	0%	-31%
CCOC(=O)N1CCN(CC(=O)Nc2c(C(=O)OC)[nH]c3cc(C)ccc23)CC1	.	-0.7%
O=C(Nc1nc2c(s1)CCCC2)c1ccc(Br)s1	5%	7.0%
Nc1nc(SCC(=O)Nc2ccccc2-c2ccccc2)n[nH]1	.	3.6%
COc1ccc(-c2cc(C(=O)N3CCCc4ccccc43)no2)cc1OC	6%	-0.5%
O=C(COc1ccccc1)Nc1ccccc1-c1ccccc1	-1%	-2.5%
O=C(Nc1ccc(Cl)c(Cl)c1)C(=O)NC1CCCC1	3%	4.4%
CC1=NN(c2cccc(C(=O)O)c2)C(=O)/C1=C\c1ccc(-c2ccc3c(c2)COC3=O)o1	6%	21%
Cc1ccc(S(=O)(=O)CC(=O)N(C)C)cc1	4%	-2.1%
Cc1nn(C)cc1CNC(=O)c1ccccc1Br	-7%	6.4%
O=C(COc1ccc(Cl)cc1Cl)Nc1cccc(NC(=O)c2ccco2)c1	-1%	-3.3%

(more compounds)
SMILES	Rat MKP-3 inhibitors	Hsp70 inhibitors
O=C(Nc1nnc(C2CC2)s1)c1cc(-c2ccccc2)nn1-c1ccccc1	-5%	3.3%
NC(=O)CSc1nnc(-c2ccco2)n1N	.	1.7%
COc1cc(OC)c(OC)cc1CNCC1COc2ccccc2O1 (stereo not drawn)	0%	0.9%
COc1ccc(OC(C)C(=O)Nc2ccc(Cl)cc2)cc1 (stereo not drawn)	3%	-2.7%
C=CCOC(=O)c1ccc(-n2cncn2)nc1	.	-0.5%
CCCS(=O)(=O)N1CCN(C(=O)c2ccccc2F)CC1	-8%	-4.1%
COc1ccc(/C=C(/C#N)C(=O)Nc2ccccc2)cc1	6%	-4.4%
CC(=O)c1cc2c(cc1NC(=O)CCn1cccc1)OCO2	-7%	-1.2%
CCc1nc(NC(=O)NS(=O)(=O)c2ccccc2C(=O)OC)nc(OC)n1	-3%	4.7%
c1ccc2c(c1)NC(c1ccncc1)n1c-2nc2ccccc21 (stereo not drawn)	-2%	1.6%
COc1cc(SC)ccc1C(=O)Nc1ccc2c(c1)CCN2S(C)(=O)=O	-8%	-6.2%
O=C(NC1CCCCC1)C(c1cccs1)N(CC1CCCO1)C(=O)c1csnn1 (stereo not drawn)	-5%	1.8%
COc1ccc2nc(C)[nH]c(=O)c2c1	-12%	3.2%
Clc1ccc(NC2=NCCCCC2)cc1	2%	0.2%
O=C(CSc1cn(CCNC(=O)c2ccccc2)c2ccccc12)NCc1ccco1	-3%	-1.2%
CC1CCN(C(=O)CSc2nnc(Cc3cccn3C)n2CCc2ccccc2)CC1	-6%	-1.0%
Cn1c(=O)c(=O)n(C)c2cc(S(=O)(=O)N3CCc4ccccc43)ccc21	-6%	-64%
CC1CN(c2nc(-c3ccccc3)nc3ccccc23)CC(C)O1 (stereo not drawn)	-2%	-3.0%
COc1ccc(S(=O)(=O)N2CCC(C)CC2)cc1Br	-6%	-1.1%
COc1ccc(N2CC(C)Cn3c2nc2c3c(=O)n(Cc3ccccc3F)c(=O)n2C)c(OC)c1 (stereo not drawn)	1%	5.0%
O=C(Nn1c(Cc2cccs2)nc2ccccc2c1=O)c1cccs1	8%	4.9%
CCCn1c(Nc2ccc(Cl)cc2)nc2ccccc21	.	-3.4%
COc1ccccc1Cn1c(=O)c2ccccc2n2c(SCC(=O)N3CCCCC3)nnc12	-3%	-4.8%
CCOC(=O)C1CCN(C(=O)c2c(-c3c(Cl)cccc3Cl)noc2C)CC1	-5%	-3.2%
CCOC(=O)c1ccc(Nc2nc3nonc3nc2NCc2ccco2)cc1	0%	-2.1%
C=CCn1c(SCc2ccc(C#N)cc2)nnc1-c1cccc(OC)c1	2%	3.5%
CCCCC(NC(=O)c1ccc(Cl)cc1)C(=O)O (stereo not drawn)	-6%	7.6%
CCOC(=O)N1CCC(Nc2nc3ccccc3nc2NS(=O)(=O)c2ccc(Cl)cc2)CC1	-7%	10%
Cc1ccc(C2c3c(oc4ccccc4c3=O)C(=O)N2c2nnc(C(C)C)s2)o1 (stereo not drawn)	-1%	-1.6%
CCN(CC(=O)O)S(=O)(=O)c1cc(Cl)ccc1Cl	-7%	-4.2%
CCN(Cc1ccccc1)C(=O)COC(=O)c1n[nH]c2ccccc12	.	6.1%
COc1ccc(NC2CC(=O)NC2=O)cc1 (stereo not drawn)	-8%	-1.3%
COc1cccc(=O)c2c(C)n(C)c(C)c12	-15%	5.5%
NS(=O)(=O)c1ccc(CCNC(=O)c2cccs2)cc1	-4%	0.4%
CCOC(=O)c1ccc2c(c1)C1C=CCC1C(c1ccc([N+](=O)[O-])cc1)N2 (stereo not drawn)	1%	-0.6%
O=C(CSc1nnc(COc2ccccc2)o1)NCCc1ccccc1	4%	3.0%
CCOc1ccccc1NC(=O)CSc1nc2cccnc2n1C	0%	5.0%
O=C(CNC(=O)c1cccc(F)c1)N=Nc1c(O)n(Cc2ccc3c(c2)OCO3)c2ccccc12	2%	-0.9%
CC(C)(C)NCCOc1ccc(Br)cc1	1%	1.0%&4.8%
O=C(CN1CCC(n2nnc3cc(F)ccc32)CC1)Nc1ccc2c(c1)CCC2	3%	-1.7%
O=C(c1sc2ccccc2c1Cl)N1CCN(Cc2ccccc2)CC1	0%	1.3%
COc1ccc(Nc2nc(-c3ccc4ccccc4c3)cs2)cc1	2%	1.2%
COC(=O)CN(c1cc(C)ccc1OC)S(=O)(=O)c1ccccc1	2%	-2.3%
Oc1ccc(-c2cn3ccccc3n2)cc1O	0%	1.6%
CSc1cccc(NC(=O)C2CCCN(S(=O)(=O)c3ccc(F)cc3)C2)c1 (stereo not drawn)	-8%	-2.3%
Brc1ccc(-c2cs/c(=N/c3ccccn3)n2-c2ccccc2)cc1	5%	-5.0%
CCN1CCN(C(=O)CN(C)S(=O)(=O)c2ccc(OC)cc2)CC1	-2%	1.1%
Nc1c(N2CCCCC2)c(=O)[nH]c(=O)n1-c1ccccc1	0%	2.0%

Entries of single compounds, looked up by structure. Values in the order: Rat MKP-3 inhibitors	Hsp70 inhibitors
Nc1nc(SCC(=O)Nc2ccccc2-c2ccccc2)n[nH]1 is listed as .	3.6%
CCN(CC)CCCNC(=O)CC1Oc2ccc(C)cc2NC1=O (stereo not drawn) is listed as 0%	-0.1%

Next section.
SMILES	Rat MKP-3 inhibitors	Hsp70 inhibitors
CCCC(C)NC(=O)c1ccc([N+](=O)[O-])cc1 (stereo not drawn)	0%	-4.2%
CCN(CC)c1ccc(N2C(=O)/C(=C/c3ccc(C(=O)O)cc3)SC2=S)cc1	2%	-3.2%
O=C(NCCN=C1NS(=O)(=O)c2ccccc21)c1ccc(S(=O)(=O)N2CCOCC2)cc1	-6%	1.5%
CN1CCCc2cc(C=O)ccc21	.	-1.4%
Cc1ccc(C(=O)NCCN(C)C)cc1C	.	-3.4%
COc1ccc(C(NC=O)c2ccc(OC)cc2)cc1	2%	-5.1%
CCOC(=O)C(Cc1ccccc1)(NC(C)=O)C(=O)OCC	0%	1.3%&-2.4%
CC12CCC(c3nnc(SCc4ccc(Cl)cc4)nc31)C2(C)C (stereo not drawn)	.	-5.2%
CCSC1(SCC)N=C(N)C2(C#N)C(c3ccc(F)cc3)C12C#N (stereo not drawn)	.	12%

In the list so far, these contain a furan ring, fused or not.
SMILES	Rat MKP-3 inhibitors	Hsp70 inhibitors
CCc1oc(C(=O)O)cc1COC	-7%	7.6%
Cc1ccc(NC(=O)CSc2nnc(-c3cccs3)n2Cc2ccco2)cc1	.	-1.0%
Cc1ccc(C(=O)CCNc2cccc(Cl)c2)o1	0%	-3.7%
Cc1cc2cc(C(c3nnnn3Cc3ccco3)N3CCc4ccccc4C3)c(=O)[nH]c2cc1C (stereo not drawn)	-8%	2.2%
CC(c1ccccc1)N1C(=O)c2ccc(C(=O)NCc3ccco3)cc2C1=O (stereo not drawn)	-2%	0.2%
Cc1oc2cc(Br)c(OC(=O)C(C)(C)C)cc2c1C(=O)OC(C)C	0%	2.0%
CCC(C)(C(=O)NC1CCCC1)N(Cc1ccco1)C(=O)Cc1cccs1 (stereo not drawn)	.	0.1%
CC1=NN(c2cccc(C(=O)O)c2)C(=O)/C1=C\c1ccc(-c2ccc3c(c2)COC3=O)o1	6%	21%
O=C(COc1ccc(Cl)cc1Cl)Nc1cccc(NC(=O)c2ccco2)c1	-1%	-3.3%
NC(=O)CSc1nnc(-c2ccco2)n1N	.	1.7%
O=C(CSc1cn(CCNC(=O)c2ccccc2)c2ccccc12)NCc1ccco1	-3%	-1.2%
CCOC(=O)c1ccc(Nc2nc3nonc3nc2NCc2ccco2)cc1	0%	-2.1%
Cc1ccc(C2c3c(oc4ccccc4c3=O)C(=O)N2c2nnc(C(C)C)s2)o1 (stereo not drawn)	-1%	-1.6%
